ERb coact inh: ER-beta (human) coactivator binding inhibition. AID 633. hit rate 1.3% among 86,000. Q92731. inhibition, % at 25.6 µM. TR-FRET ER-beta LBD / SRC1-Cy5 peptide binding; receptor agonist-loaded with 1 µM estradiol;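 active means compounds whose percent inhibition of the receptor-coactivator binding signal exceeds about 50% in the single-dose screen, limit read from the data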;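 further: 0% = receptor plus peptide wells without compound and 100% = peptide-only wells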
Target sequence (Q92731 whole entry, looked up, the tested form may be a part): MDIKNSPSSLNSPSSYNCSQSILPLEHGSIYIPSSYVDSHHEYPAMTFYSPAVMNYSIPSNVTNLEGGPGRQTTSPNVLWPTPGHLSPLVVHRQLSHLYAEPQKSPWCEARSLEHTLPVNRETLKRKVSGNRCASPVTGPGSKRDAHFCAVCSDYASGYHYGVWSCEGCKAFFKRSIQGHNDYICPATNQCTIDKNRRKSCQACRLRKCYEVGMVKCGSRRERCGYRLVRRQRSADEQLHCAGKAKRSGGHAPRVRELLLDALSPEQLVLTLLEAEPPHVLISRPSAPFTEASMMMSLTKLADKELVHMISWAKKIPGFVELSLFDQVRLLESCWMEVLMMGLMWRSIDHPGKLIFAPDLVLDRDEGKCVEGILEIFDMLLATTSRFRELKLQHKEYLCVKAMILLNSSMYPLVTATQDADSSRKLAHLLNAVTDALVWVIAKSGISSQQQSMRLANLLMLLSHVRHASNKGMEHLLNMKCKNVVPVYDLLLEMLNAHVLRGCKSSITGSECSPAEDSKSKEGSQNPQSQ
FAK inh: inhibitors of human focal adhesion kinase; AID 727; hit rate 0.84% among 97,000; inhibition, %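 (tested at 7 µM)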; biochemical FAK kinase activity assay; Q05397; in the data active means inhibition above about 19%;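 further: 0% = DMSO and 100% = reference compound high control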
Plk1 PBD FP: inhibitors of human Plk1 polo box domain binding | Plk1 PBD phosphopeptide binding, fluorescence polarization | inhibition, %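 (tested at about 20 µM)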 | hit rate 0.13% among 97,000; in the data active means inhibition above about 34%, passing the limit was not always enough
ERa coact pot: ER-alpha (human) coactivator binding potentiation; TR-FRET ERalpha-LBD/SRC-Cy5 coactivator binding, 2 h; 100 = basal binding, no effect; coactivator binding (% of control), % at 25.6 µM; hit rate 1.3% among 86,000; AID 639; in the data active means activity above about 200%;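 further: binding measured in presence of low estradiol as agonist stimulus; 0% = peptide alone without receptor and 100% = receptor with peptide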
Rev-RRE block: disrupts HIV-1 Rev binding to RRE RNA | P05866 | Rev peptide-RRE RNA binding, FRET | inhibition, % at 8 µM | hit rate 0.79% among 97,000 | AID 704;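 active means inhibition above the screen-wide mean plus 3 SD, cut at about 35% in these data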;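 further: 0% = median DMSO wells and 100% = median Neomycin B control wells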
Target sequence (P05866 whole entry, looked up): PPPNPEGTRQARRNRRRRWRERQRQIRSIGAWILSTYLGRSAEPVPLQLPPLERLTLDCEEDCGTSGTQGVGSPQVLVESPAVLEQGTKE
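Test system – labelled RRE RNA duplex and labelled Rev peptide · Signal – fluorescein-to-Cy5 FRET, 480 nm excitation · Evaluation – % inhibition of FRET ratio versus controls · Benchmarks – DMSO low control, neomycin B high control · Incubation – 5 min RNA-compound premix plus 15 min binding step, 25 °C · Medium – HEPES pH 7.5 salt buffer with EDTA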
CD11b adhes inh: inhibitors of human CD11b/CD18 binding to fibrinogen; P05107+P11215; K562 CD11b/CD18 adhesion to fibrinogen, ATPlite luminescence; Mn2+ added to activate the integrin; inhibition, % at 10 µM; hit rate 0.54% among 93,000;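 active means primary inhibition of 50% or more at 10 µM, then 40% or more on retest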; further: some results filed as inactive read as strong as hits
PLK1 inh: inhibitors of human PLK1 kinase. P53350. recombinant PLK1 kinase, TR-FRET peptide phosphorylation. inhibition, % at 10 µM. hit rate 0.53% among 97,000. AID 619;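 active means inhibition of 50% or more in the single-concentration screen; inactive means inhibition below 50%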;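 further: 0% = DMSO max control and 100% = H-89 dihydrochloride min control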
ERa SRC1 inh: ER-alpha (human) coactivator binding inhibition. hit rate 1.7% among 86,000. TR-FRET ER-alpha LBD / SRC-1 peptide, estradiol-bound. inhibition, % at 25.6 µM; in the data active means inhibition above about 50%;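 further: 0% = receptor plus peptide control and 100% = peptide only without receptor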
Mac1 fbg enh: enhancers of human CD11b/CD18 binding to fibrinogen; P05107+P11215; hit rate 0.07% among 93,000; activation, % at 10 µM; K562 CD11b/CD18 adhesion to fibrinogen, ATPlite luminescence; AID 1499;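 active means 10 µM primary screen giving 50% or more activity, confirmed by 40% or more on retest at that dose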; further: strong numbers were not always called active
* hit, by the source's call; / = not tested or not shown; [ ] = remark or other dose.

SMILES	ERb coact inh	FAK inh	Plk1 PBD FP	ERa coact pot	Rev-RRE block	CD11b adhes inh	PLK1 inh	ERa SRC1 inh	Mac1 fbg enh
CCN(CC)CCN1C(=O)C(=O)/C(=C(/O)c2c(C)[nH]c(C(=O)OC)c2C)C1c1cccs1 (stereo not drawn)	-6	1	30	111	6	-21	-3	-3	1
CCc1ccc(C(=O)NCc2cccs2)s1	-5	/	/	109	/	-2	/	36	0
CC(C)(O)C(=O)NN(C(=O)c1ccccc1)c1ccc2ccccc2c1	3	4	17	113	3	-7	-12	-3	-3
Cc1sc(-n2cccc2)c(C(=O)O)c1C	36	-1	10	88	3	-1	2	33	0
O=c1[nH]c(NCc2ccccc2)nc2c1CCCC2	-4	3	-4	113	10	-21	2	2	0
CC(=O)c1ccccc1NS(=O)(=O)c1c(C)nn(-c2ccccc2)c1C	-12	0	6	114	4	1	-2	0	0
N#CC1=C(SCC(=O)c2ccc(Cl)cc2)NC2=C(C(=O)CCC2)C1c1ccco1 (stereo not drawn)	6	/	/	98[fluorescence artefact?]	/	6	/	5	-10
CCOC(=O)CNC(=O)CSc1nc(N)cc(N)n1	-5	1	-9	108[fluorescence artefact?]	1	-7	-16	-7	-5
O=C(Nc1ccc2c(c1)CCC2)C1CCCN(c2ncccn2)C1 (stereo not drawn)	0	-10	-10	119	6	5	1	2	-1
COc1ccc(CC(=S)N2CCOCC2)cc1	/	1	15	/	0	7	-4	/	-6
COc1ccc(-c2nnc3n2N=C(c2ccccc2)CS3)cc1OC	-1	/	/	130	/	-3	/	2	0
COCCn1c(SCC(=O)N2CCCC2)nnc1-c1ccoc1C	-4	1	3	112	4	-7	-9	-13	0
CCN(Cc1cc2ccccc2[nH]c1=O)C(=O)c1cccnc1	-1	1	2	96	0	7	2	-7	-3
Cc1cccc(-c2ccc(C=Nc3c(C)n(C)n(-c4ccccc4)c3=O)o2)c1	-1	-2	-2	89[fluorescence artefact?]	3	23	-9	-5	-1
O=C(CCC(=O)c1cccs1)NCc1ccccc1	12	-1	12	85	-1	/	-4	3	/
CCOC(=O)c1cnn2c(C)cc(-c3ccc(F)cc3)nc12	-7[fluorescence artefact?]	0	-3	141	3	4	-2	5[fluorescence artefact?]	3
C=CCN1C(=O)C(Cc2ccc(OC)cc2)S/C1=N/N=C/c1ccco1 (stereo not drawn)	/	-1	-12	/	-4	-40	-5	/	1
O=C(NC(=S)Nc1ccccc1N1CCCCC1)c1ccc(-c2cccc([N+](=O)[O-])c2)o1	-4	-1	2	105	1	-13	-4	-2	8
CCN(CC)Cc1cc(NC2=NS(=O)(=O)c3ccccc32)ccc1OC(=O)C(C)C	7	-1	13	107	10	-16	-9	-6	-4
CCCNS(=O)(=O)c1ccc(OCC(=O)N2CCC(C(=O)OCC)CC2)cc1	1	1	-9	73	4	-5	-11	0	-1
Cc1ccc(SCc2cc(=O)[nH]c(N3CCOCC3)n2)cc1	-9	2	-3	114	3	6	-5	-1	0
Cc1cccc(N(C(=O)C(F)(F)F)C(C(=O)NC2CCCCC2)c2cccs2)c1 (stereo not drawn)	/	1	24	/	16	/	-7	/	/
Cc1cc2c3c(c1C)C1(C(=O)N3C(C)(C)CC2C)C(C#N)=C(N)OC2=C1C(=O)CC(C)(C)C2 (stereo not drawn)	-1	-8	17	87	1	-3	-6	-2	-2
CC(NC(=O)c1ccc(CS(=O)(=O)c2ccc(Cl)cc2)o1)c1ccc2c(c1)OCCO2 (stereo not drawn)	4[fluorescence artefact?]	-1	-34	106	6	-31	-7	5	0
O=C(Nc1nc2c(s1)COc1ccccc1-2)c1cccs1	0[fluorescence artefact?]	3	1	121[fluorescence artefact?]	6	18	-7	8[fluorescence artefact?]	21
O=C(OCC#CCSc1nc2ccccc2s1)c1ccco1	-6	-2	13	88	7	-8	-10	1	6
COc1cccc(-n2c(=O)[nH]cc(C(=O)Nc3ccc(NC(C)=O)cc3)c2=O)c1	11	1	12	78[fluorescence artefact?]	0	-51	-4	-4	1
O=C(/C=C/c1ccc(-c2ccccc2[N+](=O)[O-])o1)c1ccc(Br)cc1	/	0	3	/	15	-23	-11	/	8
O=C(CCN1C(=O)c2ccccc2C1=O)Nc1cccnc1	-4	-3	1	97[fluorescence artefact?]	5	/	-8	-10	/
COc1ccc(C(C(=O)Nc2ccc(C(C)C)cc2)N(C)C(=O)CNC(C)=O)cc1 (stereo not drawn)	-6	-1	19	104	4	-31	-6	-1	8
Cc1cc(-c2ccccc2N)n[nH]1	-1[fluorescence artefact?]	1	2	118	8	-10	-1	-10	-2
CCC1Oc2ccccc2N(CC(=O)NCCCN2CCCCC2C)C1=O (stereo not drawn)	1	-3	35	104[fluorescence artefact?]	4	/	-2	0	/
O=S(=O)(c1ccc(S(=O)(=O)N2CCN(C/C=C/c3ccccc3)CC2)cc1)N1CCCC1	3[fluorescence artefact?]	0	4	125	1	5	-4	20	0
CCCCOC(=O)c1ccc(NC(C)=O)cc1	/	-2	1	/	8	-2	-8	/	-1
COC(=O)c1c(C#N)c(N)nc2c1CCCC2	-19	4	18	105	9	-20	-14	-26	-2
CCOCCCNC(=O)Cn1ncc2c(=O)oc3ccccc3c21	-12	-1	10	112	8	3	-17	-7	1
CCCCOc1ccc(C(C)(O)CCN2CCOCC2)cc1 (stereo not drawn)	1	/	/	89	/	-15	/	4[fluorescence artefact?]	0
COC(=O)c1[nH]c2ccc(C)cc2c1NC(=O)Oc1ccccc1	6	-1	-8	93[fluorescence artefact?]	5	-23	-9	7	-3
O=C1CC(=O)N(CCc2ccccc2)C(=O)N1CCc1ccccc1	0	1	12	90	8	19	-10	-6	0
Cc1cc(C)c(C(=O)/C=C/c2ccc(C(C)C)cc2)c(=O)[nH]1	/	2	-1	/	4	/	-6	/	/
COc1ccc(C2(C(=O)NCCN3CCOCC3)CCOCC2)cc1	-1	-6	-24	115	6	0	12	-6	-3
CC1(CC(=O)O)SC(=O)NC1=O (stereo not drawn)	1	8	-5	109	8	/	10	7	/
Cc1c(NC(=O)CSc2ncn[nH]2)c(=O)n(-c2ccccc2)n1C	-8	-2	25	113[fluorescence artefact?]	-1	/	0	-8	/
COc1ccc(N2CCN(S(=O)(=O)c3ccc(Br)s3)CC2)cc1	3	-1	12	124	2	1	-12	0	-3
O=c1[nH]c(-c2cccs2)nc2ccccc12	1[fluorescence artefact?]	6	-6	112	3	-20	-8	7[fluorescence artefact?]	-2
Cc1ccc(-c2c(C(=O)N3CCOCC3)oc(=O)c3ccccc23)cc1	-3	1	17	102	-2	-14	-19	-5	1
Clc1ccc(COc2ccccc2CNCc2cccnc2)cc1	/	0	-12	/	8	2	-5	/	-4
CC(C)CCn1c(CN2CCN(C(=O)c3ccco3)CC2)nc2c1c(=O)n(C)c(=O)n2C	-2	-3	15	102	5	-1	-12	0	0
Cn1c(=O)n(-c2cccc(Cl)c2)c(=O)n1C	-1	0	-14	108	11	-11	-11	0	-3
COc1cc(C(=O)n2nc(C)cc2C)cc(OC)c1OC	9	/	/	108	/	-3	/	-3	-1
CCN(CC)CC#CC(C)OCOCC#CCOC (stereo not drawn)	4	0	13	108	5	-19	0	0[fluorescence artefact?]	-2
O=[N+]([O-])c1ccc(-n2nncc2-c2ccc(Cl)cc2)cc1	/	0	15	/	7	-4	-10	/	-3
Cc1cccc(NC(=O)CSc2nc3ccc(N4C(=O)c5ccccc5C4=O)cc3s2)c1C	/	1	3	/	6	/	8	/	/
CCN(CC)Cc1c(O)c(Cl)cc2c3c(c(=O)oc12)CCCC3	9	5	30	67[fluorescence artefact?]	27	/	-20	-6	/
COc1cccc(C2C(C#N)=C(N)OC(C(C)(C)C)=C2C#N)c1 (stereo not drawn)	11	2	-1	113	10	13	-13	5	-1
Cc1ccccc1Nc1nc(Nc2ccccc2C)nc(SC2=NCCS2)n1	-6	1	25	96	-1	28	-2	-2	-3
Cc1sc(NC(=O)c2ccco2)c(C(c2cccnc2)N2CCN(C)CC2)c1C (stereo not drawn)	-1[fluorescence artefact?]	0	-14	104	5	/	-9	1	/
CCC(C)(C(=O)NC1CCCCC1)N(C(=O)c1ccccn1)c1ccc(C)cc1 (stereo not drawn)	-12	1	-9	104	2	4	-6	-9	-2
CCc1ccc(CCC(=O)Nc2ccc(S(N)(=O)=O)cc2)o1	0	1	-9	114	1	-1	-7	1	3
CCCCc1nc2n[nH]c(N)c2c2c1CSC(C)(C)C2	-2	2	-5	95	15	-7	70*	0	-2

An excerpt from above, reduced to CD11b adhes inh, Rev-RRE block and Mac1 fbg enh:
Structure	CD11b adhes inh	Rev-RRE block	Mac1 fbg enh
COc1cc(C(=O)n2nc(C)cc2C)cc(OC)c1OC	-3	/	-1
CCN(CC)CC#CC(C)OCOCC#CCOC (stereo not drawn)	-19	5	-2
O=[N+]([O-])c1ccc(-n2nncc2-c2ccc(Cl)cc2)cc1	-4	7	-3
Cc1cccc(NC(=O)CSc2nc3ccc(N4C(=O)c5ccccc5C4=O)cc3s2)c1C	/	6	/
CCN(CC)Cc1c(O)c(Cl)cc2c3c(c(=O)oc12)CCCC3	/	27	/

The results go on:
SMILES	ERb coact inh	FAK inh	Plk1 PBD FP	ERa coact pot	Rev-RRE block	CD11b adhes inh	PLK1 inh	ERa SRC1 inh	Mac1 fbg enh
Nc1cc(N)nc(SCC(=O)c2ccccc2)n1	-1	3	-1	106	-3	/	-12	-4	/
Brc1ccc(-c2cnc3n2CCCC3)cc1	-9	0	1	112	2	0	-3	0	1
CC(=O)CSc1nnc(Cc2ccc3c(c2)OCO3)o1	-4	4	-4	125	7	/	-7	-3	/
CCOCCCNC(=O)c1cn(C)c2ccc(S(=O)(=O)N(C)C3CCCCC3)cc2c1=O	-16[fluorescence artefact?]	-4	-15	95[fluorescence artefact?]	6	-3	-2	7	-8
Cc1ccc(S(=O)(=O)c2cc3c(=O)n4cccc(C)c4nc3n(Cc3ccco3)c2=N)cc1C	37[fluorescence artefact?]	/	/	76[fluorescence artefact?]	/	-1	/	49[fluorescence artefact?]	1
CCOCc1nnc(NS(C)(=O)=O)s1	-3	-2	-10	129	5	-8	-11	-6	-2
Clc1ccc(-c2nnc3cccc(Cl)n23)c(Cl)c1	6	-1	-11	109	7	16	-16	-6	1
O=C(Cc1cn2ccsc2n1)Nc1nc2c(s1)CN(Cc1ccccc1)CC2	16	/	/	97[fluorescence artefact?]	/	1	/	30	49
CCOc1ccc(OCCN2C(=O)NC(Cc3c[nH]c4ccccc34)C2=O)cc1 (stereo not drawn)	-1	-1	-5	92	2	6	-2	0	-3
CCOC(=O)Cc1nnc(NC(=O)Nc2ccccc2)s1	-17[fluorescence artefact?]	/	/	120	/	-4	/	4[fluorescence artefact?]	0
O=C(Nc1cccnc1)c1cnc2ccccc2n1	4	-1	-6	119	4	2	-5	0	-1
CCOc1ccc(Nc2ncnc3c2cnn3Cc2ccccc2)cc1	13[fluorescence artefact?]	7	-4	75	12	/	-8	-4[fluorescence artefact?]	/
CCCN1C(=S)SC(C)(C)C1/[N+]([O-])=C/c1cccnc1 (stereo not drawn)	-5	1	11	103	2	0	-11	0	-4

Complete entries, quoted from the list. Values in the order: ERb coact inh, FAK inh, Plk1 PBD FP, ERa coact pot, Rev-RRE block, CD11b adhes inh, PLK1 inh, ERa SRC1 inh, Mac1 fbg enh
Brc1ccc(-c2cnc3n2CCCC3)cc1 across the screens: -9, 0, 1, 112, 2, 0, -3, 0, 1
Nc1cc(N)nc(SCC(=O)c2ccccc2)n1 across the screens: -1, 3, -1, 106, -3, /, -12, -4, /

Assay outcomes: PubChem BioAssay, several laboratories
